ALDH1A1 block: qHTS Assay for Inhibitors of Aldehyde Dehydrogenase 1 (ALDH1A1); Purified ALDH1A1, NADH fluorescence, propionaldehyde substrate; Aldehyde dehydrogenase 1A1 (Homo sapiens), P00352; Potency, µM (top dose mostly 75.3 µM), for inactives: at the top dose activity, negative = inhibition, most hits filed as inhibitors; actives 7.3% (n = 220,000); active = well fitted inhibition curve with a large enough effect, not every such curve was filed as active; inconclusive = small, poorly fitted or top-dose-only effect, or another doubt; inactive = no such curve, though single readings can be large or run the other way;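 also: plate controls were no enzyme wells and a reference inhibitor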
Target sequence (P00352 whole entry, looked up): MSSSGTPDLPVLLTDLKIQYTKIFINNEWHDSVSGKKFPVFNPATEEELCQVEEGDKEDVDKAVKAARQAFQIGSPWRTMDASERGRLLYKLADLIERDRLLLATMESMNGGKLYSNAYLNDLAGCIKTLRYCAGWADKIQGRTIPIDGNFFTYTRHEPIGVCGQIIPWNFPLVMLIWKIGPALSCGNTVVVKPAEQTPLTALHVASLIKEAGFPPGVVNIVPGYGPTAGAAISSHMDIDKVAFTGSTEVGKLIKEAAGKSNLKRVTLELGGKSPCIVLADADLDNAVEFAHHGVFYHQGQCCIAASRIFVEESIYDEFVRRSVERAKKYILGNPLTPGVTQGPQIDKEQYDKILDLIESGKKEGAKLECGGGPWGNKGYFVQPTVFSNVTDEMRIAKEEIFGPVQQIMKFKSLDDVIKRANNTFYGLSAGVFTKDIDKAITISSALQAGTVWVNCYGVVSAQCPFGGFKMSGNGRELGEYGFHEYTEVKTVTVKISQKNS
SMN2 splice up: qHTS Assay for Enhancers of SMN2 Splice Variant Expression. AID 1458, 2008. HEK293 SMN2-luciferase splicing reporter, luminescence, 30-36 h. actives 2.8% (n = 210,000). Potency, µM (series often up to 46.1 µM), for inactives: top-dose activity change, positive = activation, most hits filed as activators; also: % of control where 0% means no effect; nearly all actives have a fitted effect of over 55% in size
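qHTS luciferase splicing reporter: luminescence rises when SMN2 exon 7 is included in transfected HEK293 cells. Compound exposure lasted 30-36 h at 37C, with 4.5 mM final sodium butyrate as control, followed by a ONE-Glo read.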
aGlu spleen mod: qHTS Assay for Inhibitors and Activators of Human alpha-Glucosidase From Spleen Homogenate. Lysosomal alpha-glucosidase (Homo sapiens), P10253. human spleen homogenate, 4-MU-alpha-glucoside fluorescence. Potency, µM (titrated, usually from 79.9 µM), inactives show at the top dose activity change, negative = inhibition, hits mostly inhibitors. actives 0.006% (n = 240,000);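 also: 0% = enzyme with vehicle and -100% = no enzyme basal signal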
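Enzyme source: human spleen homogenate, 1 ug/well. Buffer 50 mM citric acid/K phosphate pH 5.0, 0.01% Tween-20. 4-MU-alpha-glucoside 1 mM; 37 C x 40 min; NaOH/glycine stop; fluorescence.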
GoLoco inh red: qHTS Assay for Inhibitors of RGS12 GoLoco Motif Activity (Red Fluorophore); Guanine nucleotide-binding protein G(i) subunit alpha-1 (Homo sapiens), P63096; Gai1:RGS12 GoLoco peptide FP, rhodamine, 10 min; Potency, µM (titrated, usually from 61.6 µM), for inactives: top-dose activity, negative = inhibition, most hits filed as inhibitors; actives 0.44% (n = 230,000); AID 880, 2007; active = well fitted inhibition curve with a large enough effect, not every such curve was filed as active; inactive = no such curve, though single readings can be large or run the other way; also: % is scaled to controls: 0 for no effect and ±100 for the full control effect; nearly all actives have a fitted effect of over 30% in size; many of its hits are not listed in these tables
GLA spleen mod: qHTS Assay for Inhibitors and Activators of Human alpha-Galactosidase From Spleen Homogenate | Alpha-galactosidase A (Homo sapiens), P06280 | human spleen homogenate, 4MU-alpha-Gal fluorescence, 40 min | Potency, µM (titrated, usually from 80 µM), inactives show at the top dose activity change, negative = inhibition, most hits filed as inhibitors | actives 0.008% (n = 240,000);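 also: 0% = enzyme with vehicle and -100% = no enzyme basal signal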
Target sequence (P06280 32-429 limits assumed): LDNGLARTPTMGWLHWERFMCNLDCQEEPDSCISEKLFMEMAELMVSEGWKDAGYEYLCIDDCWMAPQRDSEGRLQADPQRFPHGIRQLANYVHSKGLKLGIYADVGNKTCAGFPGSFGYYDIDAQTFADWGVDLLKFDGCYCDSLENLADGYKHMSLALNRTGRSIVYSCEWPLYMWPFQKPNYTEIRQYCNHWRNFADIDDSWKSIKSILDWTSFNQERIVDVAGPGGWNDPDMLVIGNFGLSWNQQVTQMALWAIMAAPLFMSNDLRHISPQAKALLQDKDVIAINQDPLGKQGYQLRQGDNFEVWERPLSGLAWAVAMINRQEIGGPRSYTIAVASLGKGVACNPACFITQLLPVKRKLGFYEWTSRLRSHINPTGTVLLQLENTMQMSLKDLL
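Fluorogenic readout (Ex 365/Em 440 nm) of 4-methylumbelliferone released from 1 mM 4-MU-alpha-galactoside by spleen homogenate, 40 min at 37C, pH 5.0. Data normalized to no-enzyme and enzyme controls; Hill-equation AC50 from compound titrations.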
KDM4E inh: qHTS Assay for Inhibitors of Human Jumonji Domain Containing 2E (JMJD2E) | Potency, µM (titrated, usually from 57.1 µM), for inactives: at the highest dose activity change, negative = inhibition, usual class: inhibitors | Lysine-specific demethylase 4E (Homo sapiens), B2RXH2 | JMJD2E catalytic domain, FDH-coupled NADH fluorescence (FDH is formaldehyde dehydrogenase) | AID 2147, 2009 | actives 1.6% (n = 230,000); active = well fitted inhibition curve with a large enough effect, not every such curve was filed as active; inconclusive = small, poorly fitted or top-dose-only effect, or another doubt; inactive = no such curve, though single readings can be large or run the other way;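 also: 0% = wells with enzyme and -100% = buffer wells without enzyme; nearly all actives have a fitted effect of over 50% in size; many of its hits are not listed in these tables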
GAA glycogen mod: qHTS Assay for Inhibitors and Activators of Human alpha-Glucosidase Cleavage of Glycogen. Lysosomal alpha-glucosidase (Homo sapiens), P10253. recombinant GAA, glycogen substrate, Amplex Red glucose oxidase fluorescence. Potency, µM (titrated, usually from 76.4 µM), for inactives: top-dose activity change, negative = inhibition, most hits filed as inhibitors. actives 0.38% (n = 300,000). AID 2100, 2009;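 also: 0% = full enzyme reaction and -100% = no-enzyme basal signal; the screen sought inhibitors and activators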
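Recombinant enzyme (4 nM final) with compounds titrated up to 77 uM and bovine liver glycogen (30 ug) in citrate pH 5.0, 0.01% Tween-20, 37 C 40 min. Released glucose detected by Amplex Red/glucose oxidase (Ex 573/Em 610); AC50 from Hill fits.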
GAA inh: qHTS Assay for Inhibitors of Human alpha-Glucosidase as a Potential Chaperone Treatment of Pompe Disease; Lysosomal alpha-glucosidase (Homo sapiens), P10253; purified human GAA, 4-MU-alpha-glucoside fluorescence; Potency, µM (titrated, usually from 76.9 µM), inactives show at the top dose activity change, negative = inhibition, hits mostly inhibitors; actives 0.005% (n = 200,000);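 also: plate controls were uninhibited enzyme wells for no effect and no-enzyme background for full effect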
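Compounds are titrated up to 77 uM against 4 nM human enzyme. Substrate 4-methylumbelliferyl-alpha-D-pyranoside (400 uM) reacts 20 min at room temperature in pH 5.0 buffer; liberated 4-methylumbelliferone is read at 440 nm.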
* hit, by the source's call; ? = inconclusive; . = not tested or not shown; & = joins results of further samples; [ ] = remark or other dose. Unless noted, calls follow the shape of the dose curve; as a rule, active = well fitted curve in the direction sought with a large enough effect; inconclusive = small, poorly fitted or top-dose-only effect, or another doubt; inactive = no such curve, though single readings can be large; an effect the other way counts as inactive or inconclusive. Potency is read from the fitted curve at half-maximal effect.

A first look (3 entries):
SMILES	ALDH1A1 block	SMN2 splice up	aGlu spleen mod	GoLoco inh red	GLA spleen mod	KDM4E inh	GAA glycogen mod	GAA inh
O=C(Nc1c2c(nn1-c1ccc(F)cc1)CS(=O)C2)C12CC3CC(CC(C3)C1)C2 (stereo not given)	?	7.1%	8.2%	5.8%	12.5%	0.8%	12.5%	3.0%
CCS(=O)(=O)Nc1ccccc1C(N)=O	?	-6.8%	2.0%	-2.8%	?	?	4.5%	12.4%
C=C(C)C1Cc2c(C)nn(-c3nc(C)cc(C)n3)c2C1 (stereo not given)	20µM*	-32.6%[inhibitor]	-13.5%	2.0%	-15.5%	-4.6%	-3.7%	7.0%

All compounds of this part, from the start:
SMILES	ALDH1A1 block	SMN2 splice up	aGlu spleen mod	GoLoco inh red	GLA spleen mod	KDM4E inh	GAA glycogen mod	GAA inh
O=C(Nc1c2c(nn1-c1ccc(F)cc1)CS(=O)C2)C12CC3CC(CC(C3)C1)C2 (stereo not given)	?	7.1%	8.2%	5.8%	12.5%	0.8%	12.5%	3.0%
CCS(=O)(=O)Nc1ccccc1C(N)=O	?	-6.8%	2.0%	-2.8%	?	?	4.5%	12.4%
C=C(C)C1Cc2c(C)nn(-c3nc(C)cc(C)n3)c2C1 (stereo not given)	20µM*	-32.6%[inhibitor]	-13.5%	2.0%	-15.5%	-4.6%	-3.7%	7.0%
C/C(=N\NC(=O)C(C)Sc1ccccc1)C(C)(C)C (stereo not given)	1.4%	3.8%	-2.5%	-7.6%	0.3%	15.2%	-3.3%	-3.1%
COc1ccc(CCn2c(NN)nc3c2c(=O)[nH]c(=O)n3C)cc1	.	.	-4.2%	19.5%	3.2%	?	-12.9%	.
CN1CC[n+]2c(CN3C(=O)c4ccccc4C3=O)csc21	-1.9%	8.5%	1.3%	17.8µM*	3.0%	-8.5%	-1.9%	-1.3%
CCCCC/S(CC1CC1(Cl)Cl)=N\S(=O)(=O)c1ccc(C)cc1 (stereo not given)	?	.	3.4%	-1.0%	-3.7%	4.3%	0.9%	3.8%
CCN(CC)CCC[C@H](C)Nc1ccnc2cc(Cl)ccc12	1.4%[20.9 µM]	-7.1%[20.6 µM]	-4.0%[29.1 µM]	-0.2%[21.6 µM]	1.7%[29.1 µM]	4.5%[25.5 µM]	.	.
CCC(=O)NC(Nc1ccccn1)(C(=O)OC)C(F)(F)F (stereo not given)	-2.2%	-11.7%	-6.5%	2.8%	-14.4%	5.6%	0.2%	4.5%
Cc1[nH]c2ccccc2c1C(=O)CSC(=S)N1CCCCC1	?	8.91µM*	-3.6%	-0.8%	-0.8%	-1.4%	0.7%	-0.7%
Cc1ccccc1NC(=O)CN(c1ccc(F)cc1)S(C)(=O)=O	7.3%	?	-1.9%	6.1%	2.3%	1.7%	-1.2%	-6.3%
Cc1ccc(-c2sc(C(=O)NN)c(C)c2C#N)cc1	.	.	-3.1%	13.2%	-10.1%	?	?	.
COc1ccccc1-n1cc(C(=O)N2CCCC(CO)(Cc3ccccc3C)C2)cn1 (stereo not given)	1.3%	.	-4.1%	0.2%	-1.4%	-7.1%	-7.9%	-7.2%
CS(=O)(=O)N(CC(=O)NC1CCCCC1)c1cccc(F)c1	3.7%	8.0%	5.0%	-6.1%	10.2%	4.2%	4.8%	-6.8%
O=C(CN1/C(=C(/O)c2ccccc2)C(=O)c2ccccc2S1(=O)=O)c1ccccc1	3.8%	-2.3%	-1.9%	3.4%	3.0%	?	2.2%	-3.3%
COC(=O)C1CSc2[nH]c(=O)sc2C1c1ccc(O)c(OC)c1 (stereo not given)	2.51µM*	-15.5%	3.2%	20µM*	-12.2%	8.5%	15.8µM*	-0.4%
OCC(O)CNC(=S)NC1CCCCC1 (stereo not given)	6.6%	.	-5.3%	10.8%	-3.0%	-1.2%	3.0%	12.8%
N/C(=N\N=C\c1ccc(Br)o1)c1nonc1N	.	.	-11.0%	1.4%	-16.8%	-21.2%	3.3%	.
CCOc1ccc2c(c1)C(c1ccccc1)=NNC(c1ccccc1)=N2	10.5%	-2.9%	4.4%	-15.2%	9.4%	-8.3%	-27.3%	-17.0%
CCn1cc(C(=O)O)c(=O)c2cc(F)c(N3CCN(C(=S)NC(=O)c4cccc(F)c4)CC3)cc21	.	.	2.6%	-1.9%	7.4%	?	0.7%	.
O=C(c1ccco1)N1CCC2(CC1)CN(C(c1ccccc1)c1ccccc1)C2	-12.6%	-17.5%	-9.4%	6.8%	3.7%	.	.	.
CC(C)(C)c1cc(-c2csc(Nc3ccccc3)[n+]2Cc2ccc(C(=O)O)cc2)cc(C(C)(C)C)c1O	.	.	-16.4%	10.7%	-2.8%	4.0%	?	.
C=CCNC(=S)N/N=C/c1ccc(C)cc1C	-2.7%	-27.0%	-1.1%	12.7%	3.8%	2.0%	-2.2%	2.2%
C[n+]1ccc(CC2C(=[N+]([O-])[O-])C=Nc3ncnn32)cc1 (stereo not given)	1.3%	-9.0%	-0.7%	6.1%	-9.3%	-0.6%	-2.0%	-4.8%
Cn1c(=O)n(C)c2cc([N+](=O)[O-])c(N3CCN(S(C)(=O)=O)CC3)cc21	-0.7%	-17.1%	-6.7%	-4.1%	-8.3%	0.2%	4.3%	?
COc1cc(C(=O)NCC(=O)OCc2cc(=O)oc3c(C)c(C)ccc23)cc(OC)c1OC	-14.7%	2.3%	4.0%	-11.7%	-3.2%	2.1%	-12.1%	0.5%
CC(=O)Nc1ccc(S(=O)(=O)NCc2csc(-c3cccnc3)n2)cc1	-13.8%	-8.9%	2.5%	-10.6%	-0.5%	?	1.9%	2.6%
CCOC(=O)N1CCC(N(CCN(C)C)C(=S)Nc2cccc(C)c2)CC1	4.5%	-13.6%	-5.0%	4.3%	-5.8%	-2.3%	9.6%	1.4%
C/C=C(/C)C(=O)O[C@@H]1c2cc3c(c(OC)c2-c2c(cc(OC)c(OC)c2OC)[C@@H](OC(C)=O)[C@@H](C)[C@H]1C)OCO3	.	.	-4.5%	-2.5%	1.4%	19.1%	-2.9%	.
Cc1cc(C)c(O)c(-c2cc(C(=O)Nc3ccc(S(=O)(=O)N4CCOCC4)cc3)[nH]n2)c1	-16.2%	-24.0%	-11.2%	-17.7%	-2.6%	-6.4%	?	-4.6%
COC(=O)c1cc2cc(Cl)ccc2nc1SC	-2.3%	.	1.6%	4.3%	-4.2%	-4.5%	0.6%	?
Cc1oc(-c2ccccc2Cl)nc1CSc1nc2c(c(=O)[nH]1)CCCC2	.	.	2.1%	2.9%	3.9%	-1.0%	2.6%	.
COc1cc(OC)c2ccc(=O)oc2c1C(CC(=O)N1CCN(c2ccccc2)CC1)c1ccc2c(c1)OCO2 (stereo not given)	.	.	8.4%&-8.6%	11.1%	-3.1%&-1.9%	?	-0.1%	.
CSC1=N/C(=C/c2cccnc2)C(=O)N1Cc1ccccc1	?	.	-1.3%	22.4%	20.7%	?	-9.8%	-2.5%
CC(Sc1nncn1C)C(=O)Nc1nnc(-c2ccccc2)s1 (stereo not given)	6.2%	14.1µM*	5.8%	5.2%	3.6%	3.7%	1.7%	-6.4%
CC(=O)NC(C)(C)C1CC=C(C)/C(=N\O)C1 (stereo not given)	2.7%	11.7%	-4.8%	0.7%	-23.0%	3.5%	6.2%	11.0%
Clc1ccc(OCCSc2ncccn2)cc1	11.9%	25.1µM*	2.6%	12.6%	3.1%	8.6%	-0.4%	0.2%
CN(CC(=O)NCc1ccncc1)S(=O)(=O)c1ccc(Cl)cc1	12.4%	2.5%	0.2%	5.2%	-7.7%	4.9%	7.7%	-1.3%
COC(=O)c1c(NC(=O)CN2CCC(C(N)=O)CC2)c2c(C)cccc2n1C	5.6%	-3.5%	-5.0%	-4.1%	9.6%	-5.7%	2.2%	-1.4%
CC(C(=O)OCC(=O)Nc1cccc(S(=O)(=O)N(C)C)c1)N1C(=O)c2ccccc2C1=O (stereo not given)	5.4%	-3.9%	0.6%	-5.2%	2.4%	-11.5%	0.4%	5.6%
COc1ccc(NC(=O)OCCN2CCN(Cc3ccccc3)CCC2=O)cc1	-1.7%&-11.1%	-23.6%	-2.0%&-3.3%	6.3%&3.4%	6.6%&-3.8%	6.1%	-9.8%	-3.0%[15.4 µM]
Cc1ccc(S(=O)(=O)NNC(=S)Nc2cccc(F)c2)cc1	.	.	-4.3%	16.2%	-2.8%	0.0%	-7.7%	.
O=C(CC1Nc2ccccc2NC1=O)NCC1COc2ccccc2O1 (stereo not given)	?	-8.3%	-5.3%	11.4%	6.8%	?	4.6%	12.5%
C[C@H](CCC(=O)O)[C@H]1CC[C@@H]2[C@H]3CC[C@H]4C[C@H](O)CC[C@]4(C)[C@@H]3CC[C@@]21C	3.5%&-4.3%	-7.2%	-0.6%&1.9%	7.2%&0.1%	3.5%&1.2%	9.1%	.	.
O=C1CC(=O)Nc2cc(S(=O)(=O)N3CCN(c4cccc(C(F)(F)F)c4)CC3)ccc2N1	-3.0%	-19.4%	-11.5%	0.4%	-3.8%	2.3%	-10.2%	?
C/C(=N\Nc1cccc(Cl)c1)c1ccncc1	-16.3%	?	4.0%	8.8%	-4.1%	-12.3%	?	3.7%
Cn1ccc(=S)c2ccccc21	7.08µM*	-32.7%	-1.8%	-20.3%	1.3%	?	-8.1%	3.1%
CC1(C)Cc2c(C#N)c(N)sc(=S)c2CS1	7.08µM*	-16.3%	-3.6%	0.4%	-0.1%	?	-26.7%	-2.7%
CC12CC(c3ccccc3O1)N(C(=O)c1ccco1)C(=S)N2c1ccc(F)cc1 (stereo not given)	0.3%	7.5%	-11.4%	16.4%	-3.5%	9.4%	-2.8%	-6.6%

A portion of the library; count on the stated rates, not on these rows.
